Source: PubChem BioAssay (Broad Institute)
ERAP1 inh = human ERAP1 aminopeptidase inhibitors, primary screen, biochemical, single point, plate reader. recombinant ERAP1, Leu-AMC fluorescence, 60 min. inhibition, % at 10.7 µM. 0.15% of 340,000 active. AID 652197, 2013;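 active = mean replicate inhibition of at least 30%, or all replicates individually reaching that 30% level; inactive = mean below 30% and not every replicate reaching it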;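 also: 0% = neutral control wells and 100% = L-leucinethiol positive control wells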
Target sequence (Q9NZ08 whole entry, looked up): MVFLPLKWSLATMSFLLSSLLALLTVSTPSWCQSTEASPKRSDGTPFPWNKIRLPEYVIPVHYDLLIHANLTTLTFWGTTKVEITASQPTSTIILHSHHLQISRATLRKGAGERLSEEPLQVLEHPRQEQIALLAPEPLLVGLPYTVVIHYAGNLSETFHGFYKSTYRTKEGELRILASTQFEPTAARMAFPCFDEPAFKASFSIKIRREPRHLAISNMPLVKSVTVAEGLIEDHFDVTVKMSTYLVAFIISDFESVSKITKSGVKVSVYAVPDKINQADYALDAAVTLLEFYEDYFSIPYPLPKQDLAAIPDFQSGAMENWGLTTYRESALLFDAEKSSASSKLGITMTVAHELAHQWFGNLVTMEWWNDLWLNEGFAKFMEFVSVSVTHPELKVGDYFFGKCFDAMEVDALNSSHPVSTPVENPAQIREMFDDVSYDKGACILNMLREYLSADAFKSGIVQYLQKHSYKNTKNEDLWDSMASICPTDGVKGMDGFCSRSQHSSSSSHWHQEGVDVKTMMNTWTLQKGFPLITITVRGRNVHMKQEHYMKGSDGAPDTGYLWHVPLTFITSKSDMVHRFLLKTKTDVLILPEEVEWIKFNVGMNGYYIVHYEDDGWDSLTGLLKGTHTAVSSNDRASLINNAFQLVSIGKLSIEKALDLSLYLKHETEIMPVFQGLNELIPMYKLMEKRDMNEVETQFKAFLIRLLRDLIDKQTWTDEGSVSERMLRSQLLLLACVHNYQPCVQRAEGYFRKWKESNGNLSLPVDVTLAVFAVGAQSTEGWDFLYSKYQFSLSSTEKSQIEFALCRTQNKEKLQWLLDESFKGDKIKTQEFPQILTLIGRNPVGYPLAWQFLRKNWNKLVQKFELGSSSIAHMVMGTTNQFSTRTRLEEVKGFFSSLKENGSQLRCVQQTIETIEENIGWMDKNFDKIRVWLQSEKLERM
LGR2 inh = inhibitors of bursicon-induced LGR2 CRE-luciferase signal, primary screen, cell-based, HEK293, CRE-luciferase reporter, bursicon stimulation; Drosophila bursicon receptor LGR2 (rickets); bursicon-stimulated, 4 h; AID 720647, 2013; 0.35% of 380,000 active; inhibition, % at 9.99 µM;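 active = drop in luminescence signal, shown as inhibition above about 50% in the replicate tests, limit read from the data, passing the limit was not always enough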;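 also: agonist challenge used bursicon conditioned medium at about half maximal strength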
PglD DTNB = C. jejuni PglD acetyltransferase inhibitors, primary screen, biochemical, DTNB colorimetric, single point; UDP-N-acetylbacillosamine N-acetyltransferase PglD (Campylobacter jejuni); purified PglD enzyme, DTNB colorimetric CoA detection; inhibition, % at 12.5 µM; 0.098% of 360,000 active; AID 602405, 2012; in the data active = inhibition above about 16%, passing the limit was not always enough; also: strong numbers were not always called active
PGC1a acetyl inh = inhibitors of PGC1a acetylation signal, primary screen, cell-based, U2OS, AlphaScreen, inhibitor mode; 0.17% of 350,000 active; AID 651687, 2012; AlphaScreen anti-acetyl-lysine; with virally co-expressed GCN5 acetyltransferase; inhibition, % at 15.6 µM;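 active = every replicate shows inhibition of at least 40%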;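 also: 0% = neutral control wells and 100% = positive control wells; some results beyond the cut were filed as inactive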
EWS-Fli block = EWS/Fli-driven NR0B1 reporter inhibitors, primary screen, A673 cells, NR0B1 luciferase, luminescence, MLPCN library. viability-normalised. inhibition, % at 12.6 µM. 0.67% of 350,000 active. AID 651661, 2012;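 active = mean inhibition of at least 50% after viability correction, with every replicate also passing that limit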;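 also: firefly luciferase signal divided by Alamar Blue viability fluorescence both relative to DMSO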
FN deposition inh = inhibitors of fibronectin matrix deposition, primary screen, AH1F cells, Alexa488-fibronectin fluorescence, plate reader. AH1F fibroblasts, overnight. inhibition, % at 12.6 µM. 0.086% of 350,000 active;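 active = mean inhibition across replicates of 30% or more, regardless of how many single replicates reach that level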;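 also: positive control wells lacked labelled fibronectin entirely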
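Material: AH1F fibroblast monolayer depositing Alexa488-labelled fibronectin into matrix | Input: 10000 AH1F cells/well | Medium: DMEM plus 2% serum, read in PBS | Reagent: Alexa488-fibronectin, 24 nM final in well | Compound dosing: One dose per compound, pinned | Schedule: 1 h adhesion, overnight exposure | Measured by: Fluorescence at 485 nm excitation, 525 nm emission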
S100A4 inh HTS = inhibitors of S100A4-myosin IIA peptide binding, primary screen, biochemical, fluorescence polarization, TAMRA-MyoIIA peptide; inhibition, % at 10.7 µM; 0.14% of 360,000 active; AID 652163, 2013;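 active = mean inhibition of at least 70% across replicates, with every replicate also reaching that level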
Target sequence (P26447 whole entry, looked up): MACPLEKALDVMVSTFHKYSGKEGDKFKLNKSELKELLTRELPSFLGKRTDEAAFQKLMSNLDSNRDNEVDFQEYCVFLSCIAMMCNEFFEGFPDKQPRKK
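Material: human S100A4 monomer with TAMRA-labelled myosin IIA peptide; buffer or medium: HEPES pH 7.2 with CaCl2, KCl, NaCl, DTT, Triton; compound dosing: one concentration per compound; schedule: 5 min incubation before reading; benchmarks: neutral control DMSO, positive control TFP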
PAX8 reporter = inhibitors of PAX8-driven TPO luciferase reporter, primary screen, RMG-I cells, single concentration | SteadyGlo, 24 h | inhibition, % at 12.6 µM | 1.2% of 360,000 active | AID 652154, 2013;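 active = mean replicate inhibition at least 60% with every replicate also reaching 60%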;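 also: luciferase light reporting Pax8 driven TPO promoter activity; plate controls were median of neutral control wells for no effect and mitoxantrone controls for full effect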
Active calls of the source: *; / = not tested or not shown; & = joins results of further samples.

1) COc1cc([N+](=O)[O-])ccc1NC(=O)NN1CCN(C)CC1
2) C=CCNc1cccc2c1S(=O)(=O)N[C@H](CC(C)C)CO2
3) CC(=O)N1[C@H](CNC(=O)C2CC2)[C@H](c2ccc(-c3ccccc3)cc2)[C@@H]1CO
4) O=C(C[C@@H]1CC[C@H]2[C@@H](COC[C@H](O)CN2Cc2ccc(C(F)(F)F)cc2)O1)NCCc1ccccc1
5) CCCCNC(=O)C(c1ccc(-c2ccccc2)cc1)N(CCN1CCOCC1)C(=O)CCCCCN1C(=O)NC(c2ccc([N+](=O)[O-])cc2)C(C(=O)OCc2ccccc2)=C1C (centres undefined)
assay / entry	1	2	3	4	5
ERAP1 inh	0	-8	/	-1	4
LGR2 inh	10	-15	3	7	2
PglD DTNB	-7	/	3	2	/
PGC1a acetyl inh	-6	/	1	-7	/
EWS-Fli block	9	-2	-3	/	22
FN deposition inh	0	6	-6	-2	-8
S100A4 inh HTS	-1	-2	31	10	43
PAX8 reporter	6	3	-15	/	22

6) O=C(N[C@H]1CC[C@H](CCn2cc(C3(O)CCCC3)nn2)O[C@@H]1CO)C1CCC1
7) N#Cc1cccc(-c2ccc([C@@H]3[C@@H](CO)N4CCCCN(Cc5ccccc5F)C[C@@H]34)cc2)c1
8) O=C(NCc1cccs1)C1C(=O)Nc2ccccc2C(=O)N1C1CCCC1 (centres undefined)
9) C=C(C)C(=O)Nc1cccc(C2=NOC3(C2)C[C@H](C(N)=O)N(C(=O)c2ccccc2)C3)c1 (some centres undefined)
10) COc1ccc(CNC(=O)C[C@H]2CC[C@@H](NC(=O)c3cccc(F)c3)[C@@H](CO)O2)cc1
assay / entry	6	7	8	9	10
ERAP1 inh	4	1	0	1	-3
LGR2 inh	4	-4	7	10	-4
PglD DTNB	1	3	/	0	-2
PGC1a acetyl inh	1	-33	/	6	-1
EWS-Fli block	13	14	-6	-8	3
FN deposition inh	/	2	4	5	2
S100A4 inh HTS	1	-19	2	-1	12
PAX8 reporter	9	-16	-18	8	-4

11) CCOC(=O)/C=C1\SCC(=O)N1CC(=O)NC(C)C
12) O=C(c1ccccc1)N1CCN(S(=O)(=O)c2ccc(Cl)c(C(F)(F)F)c2)CC1
13) CN(CC(=O)Nc1cccc(F)c1)C(=O)C1CCN(S(=O)(=O)c2ccc3c(c2)OCCO3)CC1
14) CC(=O)Nc1ccc(NC(=O)COC(=O)c2ccccc2C(=O)c2ccccc2)cc1
15) N#CCOC(=O)C1CCN(S(=O)(=O)c2ccc3c(c2)OCCO3)CC1
assay / entry	11	12	13	14	15
ERAP1 inh	7	2	0	-2	-3
LGR2 inh	-10	-11	-4	-3	6
PglD DTNB	3	-6	-3	-2	/
PGC1a acetyl inh	-3	1	-9	5	/
EWS-Fli block	/	13	13	6	0
FN deposition inh	/	8	-5	3	/
S100A4 inh HTS	2	-1	-13	0	2
PAX8 reporter	/	5	/	2	-8

16) CN(CC(=O)NCc1ccccc1Cl)S(=O)(=O)c1cccs1
17) Cc1cc(C)cc(N2Cc3ccccc3C2)c1
18) CN(C(=O)COC(=O)c1cc(-c2ccco2)nc2ccccc12)C1CCS(=O)(=O)C1 (centres undefined)
19) COc1ccc(-c2ccc([C@H]3[C@H](CO)N4C(=O)CN(C(=O)c5ccccn5)C[C@@H]34)cc2)cc1
20) N/C(=N\OC(=O)Cc1ccc(-c2ccccc2)cc1)c1cccc([N+](=O)[O-])c1
assay / entry	16	17	18	19	20
ERAP1 inh	-1	3	-4	0	-3
LGR2 inh	2	4	-24	3	-3
PglD DTNB	-2	-1	4	/	-2
PGC1a acetyl inh	18	-4	9	-6	0
EWS-Fli block	-11	6	10	2	/
FN deposition inh	-10	-5	2	/	/
S100A4 inh HTS	2	-1	4	9	-12
PAX8 reporter	-18	11	3	-13	/

21) Cc1ccc(-n2nc3c(=O)n(CC(=O)NCCc4ccccc4C)nc(C)c3c2C)cc1
22) C=CCC(O)(CC=C)C(C)N (centres undefined)
23) CN1OC[C@@H]2CN(C(=S)NCCc3ccccc3)[C@H](c3ccc(N4CCCCC4)cc3)C[C@@H]21
24) C[C@H](CO)N1C[C@H](C)[C@@H](CN(C)S(=O)(=O)c2ccc(F)cc2)OCCCC[C@H](C)Oc2ccc(NC(=O)NC3CCCCC3)cc2C1=O
25) CN(C)S(=O)(=O)c1ccc(C(=O)OCC(=O)Nc2sc3c(c2C#N)CCCCC3)cc1
assay / entry	21	22	23	24	25
ERAP1 inh	-4	-2	2	3	-3
LGR2 inh	8	-7	3	1	/
PglD DTNB	1	/	-5	-2	/
PGC1a acetyl inh	24	-12	-16	3	/
EWS-Fli block	/	18	-5	-1	-31
FN deposition inh	-3	6	8	-3	0
S100A4 inh HTS	3	4	-11	6	1
PAX8 reporter	46	-17	16	11	-17

26) Cc1c(-c2ccccc2Cl)nc2ccccc2c1C(=O)O
27) CN1CCN(C(=O)C[C@H]2C[C@H]3c4cc(NC(=O)Nc5ccc(F)cc5)ccc4O[C@H]3[C@H](CO)O2)CC1
28) CCOc1cnc(C(=O)NNC(=O)c2ccccc2Br)o1
29) CNC(=S)Nc1ccc(OC)c(OC)c1
30) O=C(Cn1nnnc1CN1CCOCC1)N1CCC(c2cccc(Cl)c2)C1 (centres undefined)
assay / entry	26	27	28	29	30
ERAP1 inh	-1	4	1	/	1
LGR2 inh	4	-16	-12	/	1
PglD DTNB	/	1	-8	-2	-2
PGC1a acetyl inh	/	-16	4	-12	/
EWS-Fli block	8	-1	9	/	-6
FN deposition inh	12	-6	2	2	5
S100A4 inh HTS	-1	2	1	/	4
PAX8 reporter	12	/	10	-2	-8

A few values from the entries so far.
`CN1OC[C@@H]2CN(C(=S)NCCc3ccccc3)[C@H](c3ccc(N4CCCCC4)cc3)C[C@@H]21` | ERAP1 inh = 2
`O=C(Cn1nnnc1CN1CCOCC1)N1CCC(c2cccc(Cl)c2)C1` (centres undefined) | PglD DTNB = -2

The list goes on:
31) N#C[C@@H]1[C@@H](c2ccccc2-c2ccc(F)cc2)[C@H](CO)N1C(=O)NC1CCCCC1
32) S=C(NCCN1CCOCC1)N/N=C/c1ccccc1
33) C[C@@H]1CN([C@@H](C)CO)C(=O)CCCn2nncc2CO[C@H]1CN(C)C(=O)OCc1ccccc1
34) CN(C)c1ccc(/C=N/NC(=O)CN2CCCCC2)cc1Br
35) CC=Cc1ccc2n(c1=O)C[C@H]1[C@H](CO)[C@@H](C(=O)N3CCOCC3)[C@@H]2N1CC1CCCC1 (mixture of isomers)
assay / entry	31	32	33	34	35
ERAP1 inh	-1	-3	7&1	-2	0
LGR2 inh	9	5	-4&10	5	-16
PglD DTNB	/	1	2&0	-1	1
PGC1a acetyl inh	-1	4	4&-6&3	-10	/
EWS-Fli block	3	/	0&-9&-7	-1	-3
FN deposition inh	4	-3	1&-15	-1	7
S100A4 inh HTS	7	1	-3&-45	1	14
PAX8 reporter	22	-9	3&-6&4	4	/

36) COCCCNC(=O)CNC(=O)c1cn(-c2ccccc2OC)c(=O)c2ccccc12
37) Cc1nc2ccccc2n1C(=O)c1ccccc1[N+](=O)[O-]
38) CO[C@H]1CN(C)C(=O)c2cc(NC(=O)Nc3cc(Cl)cc(Cl)c3)ccc2OC[C@@H](C)NC[C@H]1C
39) O=C(O)c1c(-c2ccccc2)oc2ccc(O)cc12
40) Cc1ccccc1S(=O)Cc1ccc(C(=O)N2CCN(C(=O)c3ccco3)CC2)o1 (centres undefined)
assay / entry	36	37	38	39	40
ERAP1 inh	-2	6	/	-2	3
LGR2 inh	1	29	-17	-2	5
PglD DTNB	/	3	/	-4	-1
PGC1a acetyl inh	-11	4	8	-3	4
EWS-Fli block	1	-14	4	-8	1
FN deposition inh	-1	-2	4&-10&12	2	-3
S100A4 inh HTS	-3	3	/	1	12
PAX8 reporter	2	17	/	10	-13

Complete entries from above. Order of values: ERAP1 inh, LGR2 inh, PglD DTNB, PGC1a acetyl inh, EWS-Fli block, FN deposition inh, S100A4 inh HTS, PAX8 reporter
COCCCNC(=O)CNC(=O)c1cn(-c2ccccc2OC)c(=O)c2ccccc12 as listed: -2, 1, /, -11, 1, -1, -3, 2
CO[C@H]1CN(C)C(=O)c2cc(NC(=O)Nc3cc(Cl)cc(Cl)c3)ccc2OC[C@@H](C)NC[C@H]1C as listed: /, -17, /, 8, 4, 4&-10&12, /, /
O=C(O)c1c(-c2ccccc2)oc2ccc(O)cc12 as listed: -2, -2, -4, -3, -8, 2, 1, 10
Cc1nc2ccccc2n1C(=O)c1ccccc1[N+](=O)[O-] as listed: 6, 29, 3, 4, -14, -2, 3, 17

Continuation:
41) CCN(C(=O)c1cccnc1)c1ccccc1
42) COc1cc(/C=N/NC(N)=S)ccc1OCC(=O)N1CCOCC1
43) COc1cc(/C=N\NC(=O)CC#N)ccc1OC/C=C/c1ccccc1
44) COc1ccc(CCNC(=O)COc2ccc(C)nc2[N+](=O)[O-])cc1
45) COC(=O)C[C@@H]1C[C@H]2c3cc(NC(=O)Cc4ccncc4)ccc3O[C@H]2[C@@H](CO)O1
assay / entry	41	42	43	44	45
ERAP1 inh	/	0	4	2	1
LGR2 inh	/	-11	10	8	-6
PglD DTNB	2	2	-1	/	-2
PGC1a acetyl inh	0	6	/	5	3
EWS-Fli block	/	3	-6	-9	4
FN deposition inh	5	8	7	-6	11
S100A4 inh HTS	/	-2	4	-3	12
PAX8 reporter	-9	27	-2	14	-7

46) COc1ccc(CNC(=O)C(C)NS(=O)(=O)c2ccc(C)cc2)cc1 (centres undefined)
47) Cc1cccc(N2CCN(C(c3ccncc3)c3nnnn3C(C)(C)C)CC2)c1C (centres undefined)
48) COc1ccc(NC(=O)N(C)C[C@@H]2Oc3ccc(NS(=O)(=O)c4ccccc4)cc3C(=O)N([C@H](C)CO)C[C@H]2C)cc1
49) Cc1cccc(NC(=S)Nc2ccc(N3CCOCC3)cc2)c1C
50) COc1cc(OC)cc(C(=O)Nc2ccccc2-c2nnn(CC(=O)Nc3cc(C)on3)n2)c1
assay / entry	46	47	48	49	50
ERAP1 inh	7	7	1	/	-3
LGR2 inh	-10	18	-11	-10	5
PglD DTNB	/	/	0	2	6
PGC1a acetyl inh	6	2	2	-5	-1
EWS-Fli block	-4	3	-3	/	6
FN deposition inh	3	6	-3	-4	2
S100A4 inh HTS	-12	-38	4	/	-4
PAX8 reporter	4	11	/	-5	-3

51) O=C(CCC1CCCN(Cc2ccc3c(c2)OCCO3)C1)NCc1ccccc1F (centres undefined)
52) N[C@@H](CO)c1nnc([C@H](CC(=O)O)NC(=O)C2CCNCC2)o1
53) COc1ccc(OC)c(/C=C/C(=O)N2CCCc3ccccc32)c1
54) Cc1sc2nc3c(C(=O)N4CCCC4)cc(C(=O)c4ccccc4O)cn3c(=O)c2c1C
55) Cc1cccc(/C=C2\Oc3cc(OS(C)(=O)=O)ccc3C2=O)c1
assay / entry	51	52	53	54	55
ERAP1 inh	-6	1	0	-3	4
LGR2 inh	-8	-2	-20	-9	/
PglD DTNB	8	-2	3	-6	-9
PGC1a acetyl inh	-2	12	7	/	4
EWS-Fli block	0	3	-20	1	-2
FN deposition inh	3	-1	-2	-6	11
S100A4 inh HTS	-3	-3	-5	-5	5
PAX8 reporter	4	-19	-10	30	-49
